Insulin prom up: insulin promoter activators in MIN6 cells, imaging, high-content screening, mouse beta cells; MIN6 insulin promoter-GFP reporter; hits give high values; z-score at 5 µM; hit rate 0.3% among 190,000; AID 1625, 2009;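 active means z-score above 3 at 5 µM with at least 500 cells counted in the well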
CSM14.1 death rescue: rescue of cells from ER stress-induced death, primary screen, 384-well, CSM14.1, thapsigargin, ATP luminescence (AID 1222); CSM14.1 thapsigargin-induced death rescue, ATP luminescence; higher % means a stronger effect; one-dose cellular ATP content (survival), % at 20 µM; EC50 in µM for titrated hits; 190,000 tested, under 10 active;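 active means EC50 below 50 µM in the dose-response confirmation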;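 further: death triggered by thapsigargin at about 15 µM added after 2 h compound pretreatment; cell ATP read after overnight thapsigargin exposure of roughly 18 to 22 hours; normalized against plate controls of thapsigargin alone and 5% DMSO vehicle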
M17LAP inhibition: P. falciparum M17LAP inhibitors, primary screen, biochemical, fluorogenic H-Leu-NHMec substrate, 1536-well (AID 1619) | hit rate 0.38% among 220,000 | Leucine aminopeptidase (Plasmodium falciparum (isolate 3D7)) | recombinant M17LAP, H-Leu-NHMec fluorogenic kinetic assay; higher % means a stronger effect | inhibition, % at 30 µM, or IC50 in µM where a hit was titrated;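 active means compound inhibiting the enzyme by more than half at any dose during confirmatory dose-response retesting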;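 further: plate controls were full reaction with DMSO carrier for no effect and no enzyme background for full effect; strong numbers were not always called active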
M1AAP inhibition: P. falciparum M1AAP inhibitors, biochemical, fluorogenic H-Leu-NHMec substrate, 1536-well (AID 1445). hit rate 0.42% among 220,000. recombinant M1AAP, H-Leu-NHMec fluorogenic kinetic assay; higher % means a stronger effect. inhibition, % at 30 µM; hits with a dose series show IC50 in µM. Aminopeptidase N (Plasmodium falciparum (isolate 3D7));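 active means primary inhibition above the hit cutoff, then over 50% inhibition at one or more dose response concentrations, cut at about 23% in these data, passing the limit was not always enough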;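 further: plate controls were DMSO full reaction for no effect and no enzyme background for full effect; strong numbers were not always called active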
MT stabilize HCS: microtubule stabilizers in HeLa cells, primary screen, imaging, high-content imaging. HeLa tubulin immunostaining HCS, 24 h; share of cells brighter than vehicle mean+2SD. % tubulin-high responders, % at 10 µM. hit rate 0.83% among 200,000. AID 2205, 2009;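 active means plate Z-score above 3 for both tubulin-high and condensed-nucleus cell shares, with cell loss under 80%, at 10 µM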;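 further: anti alpha tubulin signal scored within the nucleus-defined area of each cell; some results filed as inactive read as strong as hits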
Dynein transport: inhibitors of GR-EGFP nuclear translocation, primary screen, dynein cargo transport inhibitor project, imaging, high-content, 3617.4 mouse cells | test concentration mostly 20 µM; stimulated with dexamethasone, 1 µM; hits give low values | z-score, hits read low | hit rate 0.47% among 220,000;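 active means plate z-score of nuclear minus cytoplasmic receptor signal below a set negative limit, without overly bright fluorescence or cell loss, cut at about -3.5 in these data, passing the limit was not always enough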;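 further: z-score of nuclear minus cytoplasmic ring GR-EGFP intensity difference per well; some compounds called inactive have numbers as strong as hits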
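Buffer or medium: tet-free, stripped-serum medium; reagent: dexamethasone at 1.0 µM final, 30 min; incubation: 48 h induction, 1 h compound, 30 min dex at 37 °C; measured by: formaldehyde fixation, Hoechst nuclear stain, 10x automated fluorescence imaging; read-out: nuclear-to-cytoplasmic GR-EGFP distribution per well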
Hep lipid drop: inhibitors of hepatocyte lipid droplet formation, primary screen, imaging, high-throughput imaging, BODIPY stain; AML12 mouse hepatocytes, oleate lipid droplets; inhibition, % at 6.5 µM; hit rate 0.4% among 240,000; AID 1656, 2009;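 active means lipid droplet intensity inhibited by at least 50%, with more than 500 cells counted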
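Technique: fluorescence imaging, 20x objective, two fields per well / Assay system: AML12 hepatocytes (mouse) / Measure: % inhibition of lipid droplet signal / Doses: 6.5 µM single-point dosing / Incubation: overnight exposure / Reagent: 100 µM oleic acid challenge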
Autophagy HCS: autophagy modulators in MEF cells, primary screen, imaging, high-content, MEF GFP-LC3; MEF GFP-LC3 puncta imaging; test concentration mostly 10 µM; hit rate 0.98% among 190,000; AID 463193, 2010; calls only at 10 µM (by protocol);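 active means percentage of spot-positive cells more than 3 SD above its plate mean, without a fluorescence outlier flag or 80% toxicity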;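 further: spot-positive cell cutoff set from DMSO-treated cells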
Yfh1-off respiration: enhancers of respiration in Yfh1-depleted yeast, dose response, Friedreich's ataxia, plus single-dose screen (AID 1465) | S. cerevisiae Yfh1-off respiration, WST-1 reduction, 72 h; higher fold induction means a stronger effect | fold induction at 50 µM, or EC50 in µM where a hit was titrated | hit rate 0.074% among 220,000;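 active means fold induction of absorbance versus untreated yeast above a set limit, then at least 30% activation at any dose in follow-up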;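 further: activators that raise dye reduction in frataxin-depleted yeast; strong numbers were not always called active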
Dynein transport cytoplasmic EGFP: second read-out of Dynein transport, no call of its own (marks repeat the call); z-score; measured here: cytoplasmic GR-EGFP intensity; hits give high values
Dynein transport nuclear GR-EGFP: second read-out of Dynein transport, no call of its own (marks repeat the call); z-score; measured here: nuclear GR-EGFP intensity;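 lower value marks the stronger effect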
Dynein transport cell count: also measured in Dynein transport; calls as there; z-score; measured here: cell count per field
Insulin prom up cell count: second read-out of Insulin prom up, no call of its own (marks repeat the call); cell count; measured here: cytotoxicity, nuclei count;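 total cells summed across four imaged fields per well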
Hep lipid drop cells 6.5 µM: second read-out of Hep lipid drop, no call of its own (marks repeat the call); cell count; measured here: cell count, cytotoxicity flag;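 cells counted across two imaged fields per well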
MT stabilize HCS Hoechst-high %: further read-out of MT stabilize HCS, marked with its call; % Hoechst-high responders; measured here: nuclear condensation Hoechst responders;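 share of cells brighter than vehicle mean plus two SD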
MT stabilize HCS cytotoxicity %: further read-out of MT stabilize HCS, marked with its call; toxicity, %; measured here: cytotoxicity by cell density;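 0% = mean cell density of plate MIN control wells and 100% = no cells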
Autophagy HCS cell loss 18 h: also measured in Autophagy HCS; calls as there; toxicity, %; measured here: cell loss, nuclei count;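 cell loss after 18 h compound exposure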
Numbers without * were called inactive; i = inactive; / = not tested or not shown.

SMILES	Insulin prom up	Insulin prom up cell count	CSM14.1 death rescue	M17LAP inhibition	M1AAP inhibition	MT stabilize HCS	MT stabilize HCS Hoechst-high %	MT stabilize HCS cytotoxicity %	Dynein transport	Dynein transport cytoplasmic EGFP	Dynein transport nuclear GR-EGFP	Dynein transport cell count	Hep lipid drop	Hep lipid drop cells 6.5 µM	Autophagy HCS	Autophagy HCS cell loss 18 h	Yfh1-off respiration
COc1ccc(/C=C/C(=O)NC(=S)N2CCN(C)CC2)cc1	-0.38	1281	0.1%	33%	9%	1.4	1.3	1.1	-0.15	-0.18	-0.21	-0.14	2	694	i	18	i
O=C(CSc1nnc(-c2ccccc2)o1)N1CCOCC1	0.3	1327	-2.0%	1%	10%	2.2	0.9	8.7	0.7	-0.18	0.17	0.37	/	/	i	9	i
Cn1nnnc1SCC(=O)Nc1nc2c(s1)CCCC2	/	/	-1.1%	9%	5%	2.0	2.0	6.0	-0.91	-0.47	-0.37	0.059	13	748	i	-8	i
COC(=O)c1cc(NC(=O)Cc2ccccc2[N+](=O)[O-])ccc1Cl	-0.2	1523	-2.6%	10%	1%	3.8	3.9	4.3	-0.2	-0.24	0.093	0.071	-4	681	i	25	i
CC(=O)c1cccc(NC(=O)c2cc(Cl)sc2Cl)c1	1.1	1467	-0.8%	-1%	3%	3.9	2.5	9.9	-0.64	-0.2	-0.46	0.2	-22	620	i	6	i
CCCCCOc1ccc(NC(=O)CCCC(=O)O)cc1	-0.48	2006	-2.5%	11µM*	7%	4.7	1.5	7.9	0.51	-0.21	0.44	-0.48	8	648	i	11	i
O=C(O)C(Cc1ccccc1)n1c(=S)[nH]c2ccccc2c1=O (centres undefined)	0.03	1542	-1.4%	9%	11%	1.2	1.9	8.8	-0.099	-0.2	0.51	0.31	-21	622	i	-4	i
Clc1ccc(N2CCN(/N=C/c3ccncc3)CC2)cc1	0.01	1357	/	-6%	3%	/	/	/	-0.13	-0.25	-0.026	-0.35	13	719	/	/	i
COCCN(C(=O)c1ccco1)c1nnc(-c2ccc(F)cc2)s1	0.33	1377	3.8%	-1%	3%	1.1	1.9	9.3	-0.23	-0.13	0.1	0.25	14	664	i	25	i
COc1ccc2cc3cc(C(=O)NCCCN4CCOCC4)oc3nc2c1	/	/	1.5%	i	18%	2.2	1.9	6.8	0.19	-0.2	0.076	-0.058	/	/	i	13	i
O=C(COC(=O)c1n[nH]c2ccccc12)Nc1cccc(S(=O)(=O)N2CCOCC2)c1	0.53	1227	0.2%	-2%	1%	1.6	1.7	1.7	0.17	-0.092	0.96	-1.4	-17	734	i	17	i
COc1ccc(OCCC(=O)OCC(=O)Nc2ccc(S(=O)(=O)N3CCOCC3)cc2)cc1	0.72	1653	0.7%	-11%	7%	1.9	1.5	0.5	-0.44	-0.21	-0.22	1.2	2	695	i	-6	i
CCN(CC)C(=O)Cn1cc(SCC(=O)Nc2cc(C)on2)c2ccccc21	-0.13	1261	0.5%	17%	13%	1.8	2.1	7.7	-0.75	-0.24	-0.68	1.1	-2	666	i	8	i
Cc1ccc(C2=NN(CC(=O)NCc3cccs3)C(=O)CC2)cc1	-0.06	1674	-2.2%	11%	10%	0.6	1.5	12	-0.81	-0.11	-0.54	0.78	16	667	i	-8	i
COC(=O)C(C)Sc1nc2c(c(-c3ccc(OC)cc3)c1C#N)-c1ccccc1C2=O (centres undefined)	/	/	/	/	/	2.4	2.8	3.4	-0.68	-0.18	-0.16	0.11	/	/	i	2	i
O=C(CN1C(=O)CCC1=O)Nc1nc(-c2nc3ccccc3s2)cs1	1.1	1241	-0.7%	-5%	7%	2.5	2.3	2.6	-1.3	-0.22	-0.3	1.3	8	718	i	-7	i
Nc1nc2ccccc2n1/N=C/c1ccc(-c2ccccc2)o1	-0.27	1164	-0.7%	1%	4%	7.1	2.6	12	-0.23	0.31	0.15	0.11	/	/	i	2	/
COC(=O)[C@@H]1C[C@H]2CC[C@H](O)C[C@H]2N1Cc1ccc(-c2ccccc2)cc1	-0.11	978	/	-7%	3%	/	/	/	-0.46	-0.73	-0.26	-0.24	-2	652	/	/	i
COc1ccc(-n2c(Cc3cccn3C)nnc2SCC(=O)Nc2cc(C)cc(C)c2)cc1	-0.13	1432	/	9%	6%	2.4	2.0	12	-0.046	0.068	0.25	0.49	-4	699	i	-11	i
O=c1[nH]c(CN2CCc3ccccc32)nc2scc(-c3cccs3)c12	0.91	1074	0.1%	-1%	2%	3.2	2.5	5.6	-0.45	-0.39	-0.21	-0.37	/	/	i	-4	i
O=C1N=C2SCCN2/C1=C\c1ccccc1Cl	0.42	1596	-1.2%	2%	15%	2.4	1.4	8.3	-0.33	-0.2	0.38	0.86	/	/	i	8	i
COC(=O)c1ccc(-c2nc3ccccc3[nH]2)cc1	0.28	1098	-2.5%	-161%	14%	2.1	2.9	4.1	-0.54	-0.32	-0.63	0.72	-6	674	i	-10	i
CN1c2ccccc2C(=O)/C(=C\Nc2ccc(F)cc2)S1(=O)=O	0.27	1074	/	5%	9%	/	/	/	-0.053	-0.026	-0.095	0.55	4	776	/	/	i
CCc1cc2cc(C)cc(C)c2nc1SCC(=O)N1CCN(C(=O)c2ccco2)CC1	-1.8	848	2.8%	21%	10%	1.4	1.4	12	-0.7	-0.24	-0.35	0.93	/	/	i	41	i
CC(C)(C)NC(=O)CN(C(=O)CS(=O)CC(=O)Nc1ccc(F)cc1)c1ccccc1F (centres undefined)	-1.2	1551	-1.2%	29%	8%	1.7	0.7	5.4	0.57	-0.26	0.56	-0.18	8	691	i	-11	i

Further entries
SMILES	Insulin prom up	Insulin prom up cell count	CSM14.1 death rescue	M17LAP inhibition	M1AAP inhibition	MT stabilize HCS	MT stabilize HCS Hoechst-high %	MT stabilize HCS cytotoxicity %	Dynein transport	Dynein transport cytoplasmic EGFP	Dynein transport nuclear GR-EGFP	Dynein transport cell count	Hep lipid drop	Hep lipid drop cells 6.5 µM	Autophagy HCS	Autophagy HCS cell loss 18 h	Yfh1-off respiration
Cc1ccc(NC(=S)Nc2ccc(OC(F)F)c(Cl)c2)cc1Cl	-0.54	972	-1.2%	1%	6%	3.8	3.6	12	-0.32	-0.32	-0.53	0.76	-97	679	i	-1	i
c1cn(CCCNc2ncnc3nc[nH]c23)cn1	0.07	1890	-3.4%	4%	3%	1.7	4.0	5.0	-0.73	-0.28	-0.32	0.62	21	673	i	-3	i
COc1cccc(NC(=O)COc2c(F)c(F)c(C(F)(F)F)c(F)c2F)c1	-0.16	1356	-1.0%	5%	6%	2.4	3.2	7.4	0.89	-0.21	0.5	-1.4	-20	656	i	-10	i
COc1ccc(NC(=O)CC2Nc3ccccc3NC2=O)c([N+](=O)[O-])c1 (centres undefined)	0.11	1174	-0.6%	-2%	18%	5.3	4.9	7.8	0.92	-0.34	0.67	0.23	-18	699	i	-3	i
CCOC(=O)c1nnn(-c2nonc2NC(C)=O)c1C	0.02	1920	-0.3%	7%	10%	2.0	1.5	0.5	1.1	-0.15	0.77	0.46	-31	737	i	1	i
Fc1ccc2nc(Nc3nc4c(s3)CCCC4)sc2c1	-0.24	1540	-0.6%	11%	-8%	7.1	5.1	2.6	-1.2	0.15	-0.63	-0.45	/	/	i	24	i
COc1ccc(N2CC(O)=C(c3nc(-c4ccc(F)cc4)cs3)C2=N)cc1	0.13	1271	/	1%	5%	1.5	1.4	4.5	0.34	-0.33	0.37	-0.0049	-1	674	i	4	i
CC1(C)C/C(=N\NC(=S)Nc2ccccc2F)c2cc(O)ccc2O1	-0.29	1078	/	-2%	5%	2.4	5.6	9.3	-0.87	-0.34	-0.11	0.31	8	675	i	-3	i
CCOc1ccc(NC(=S)NC(=O)c2c(Br)cnn2C)c([N+](=O)[O-])c1	-1.2	1103	1.5%	9%	4%	4.2	2.7	4.8	3	0.078	1.3	-2.2	0	716	i	6	i
OCC(CO)(CO)N=Cc1c(O)ccc2ccccc12	-0.17	1330	0.4%	2%	5%	2.9	1.7	9.7	-0.13	-0.18	0.13	0.32	/	/	i	-10	i
O=C(Oc1cccc(N2C(=O)CCC2=O)c1)C1CC(=O)N(c2ccc(Br)cc2)C1 (centres undefined)	0.11	1291	-2.3%	6%	11%	3.0	2.3	3.0	-1.2	-0.17	-0.56	0.44	4	696	i	-10	i
Cc1ccc(C2Nc3ccccc3C(=O)N2CCCN2CCOCC2)cc1 (centres undefined)	-0.26	1099	/	-62%	-1%	/	/	/	0.39	-0.25	0.63	-0.22	7	730	/	/	i
